PLAP inhibitors HTS – inhibition of human placental alkaline phosphatase – biochemical, luminescence, HTS (AID 690). purified PLAP, luminescent substrate; higher % means a stronger effect. 96,000 compounds, 0.08% hits. one-dose inhibition, % at 20 µM; IC50 in µM for titrated hits; in the data active = a potency from the dose series; inactive = the rest, 99 in 100 with inhibition below about 30%; also: strong numbers were not always called active
MRP reversal – MRP-mediated drug resistance reversal; differential viability (reversal), % at 10 µM; 85,000 compounds, 0.04% hits; H69AR cells + 2 uM doxorubicin, CellTiter-Glo, 72 h; AID 602;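 active = viability drop by adding the cancer drug above about 55%, with treated viability meeting a 40% cutoff, limit read from the data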;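 also: viability without doxorubicin minus viability with 2 µM doxorubicin for each compound; larger differential means the compound sensitizes cells more to doxorubicin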
Bcl-B displacement – displacers of TR3 peptide from Bcl-B, primary screen, selectivity assay for Bfl-1 inhibitor project, biochemical, fluorescence polarization. FP displacement of FITC-TR3 peptide from Bcl-B; higher % means a stronger effect. displacement, % at 20 µM, or IC50 in µM where a hit was titrated. 96,000 compounds, 0.11% hits. AID 748;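 active = displacement above 50% at 20 µM plus a fluorescence interference ratio under 1.5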;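 also: plate controls were wells without compound for no effect and wells lacking Bcl-B protein for full effect; a part of the inactive calls stands beside numbers as strong as those of hits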
IL1B NFkB inh – blocks IL-1B driven NFkB nuclear translocation in HUVEC cells. HUVEC IL-1B NFkB p65 nuclear translocation imaging. inhibition, % at 2 µM. 94,000 compounds, 0.43% hits;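 active = inhibition above about 30% together with a positive call from visual inspection of the well image, limit read from the data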;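 also: nuclear over cytoplasmic p65 intensity ratio measured by imaging; 0% = IL-1B stimulated DMSO wells and 100% = unstimulated DMSO wells; values of inactives mirror those of a sister screen read the other way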
IL1B NFkB pot – enhances IL-1B driven NFkB nuclear translocation. activation, % at 2 µM. 94,000 compounds, 0.3% hits. AID 819. HUVEC IL-1B NFkB p65 nuclear translocation imaging;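 active = activation above 40%, about the mean plus 3 SD, also judged a hit on visual image review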;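 also: percent activation is computed from the nuclear over cytoplasmic p65 intensity ratio; values of inactives mirror those of a sister screen read the other way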
MRP reversal cytotoxicity – second read-out of MRP reversal, no call of its own (marks repeat the call); viability, %; H69AR cells, CellTiter-Glo, 72 h; measured here: cytotoxicity without doxorubicin
MRP reversal with doxorubicin – recorded beside MRP reversal, whose call it bears; viability, %; measured here: viability with 2 uM doxorubicin; active compounds read low
IL1B NFkB inh cell count 2 µM – further read-out of IL1B NFkB inh, marked with its call; cell count; measured here: cells passing quality filter;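 raw number of nuclei counted in each imaged well without normalization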
IL1B NFkB pot cell count 2 µM – second read-out of IL1B NFkB pot, no call of its own (marks repeat the call); cell count; measured here: cells passing quality filter
Starred values were filed as active, the others as inactive; . = no result given.

SMILES	PLAP inhibitors HTS	MRP reversal	MRP reversal cytotoxicity	MRP reversal with doxorubicin	Bcl-B displacement	IL1B NFkB inh	IL1B NFkB inh cell count 2 µM	IL1B NFkB pot	IL1B NFkB pot cell count 2 µM
Cn1c(=O)c2c(nc(CN3CCCCC3)n2CCc2ccccc2)n(C)c1=O	-61%	-6	75	81	-3%	2	120	-2	120
CCOC(=O)C1=c2s/c(=C\c3cccnc3)c(=O)n2C(N)=C(C(=O)OC)C1c1cccnc1 (centres undefined)	-38%	-1	81	82	31%	11	151	-11	151
Cc1ccc(N(C(=O)Cc2c[nH]c3ccccc23)C(C(=O)NC2CCCCC2)c2ccco2)cc1 (centres undefined)	-30%	.	.	.	-3%	8	124	-8	124
CCOc1ccc(C2C(C(=O)O)c3ccccc3C(=O)N2CCN2CCOCC2)cc1 (centres undefined)	-32%	-5	85	90	1%	-13	103	13	103
CC(=O)NC(Cc1ccc(F)cc1)C(=O)NC1CCN(c2nnnn2-c2ccccc2)CC1 (centres undefined)	-68%	1	96	95	-12%	-9	140	9	140
Cc1ccn2cc(-c3cnoc3C)nc2c1	22%	9	102	94	-7%	-12	121	9	46
CC(NS(C)(=O)=O)C(c1cccs1)N1CCN(C)CC1 (centres undefined)	-30%	-1	101	103	-1%	4	159	-4	159
CC(=Nc1ccccc1)C1=C(O)COC1=O	3%	9	105	96	0%	2	170	-2	170
Cc1cc2c(cc1C)CSC(c1ccc(O)cc1)SC2	12%	-12	87	99	-6%	-5	133	5	133
C=CCOc1ccc2c(c1)c(S(=O)(=O)c1ccc(C)cc1)cn2COC	-62%	11	95	84	-19%	-3	123	3	123
CC1C=CCC2C(=O)N(c3cccc(C(=O)N4CCN(c5ccc(F)cc5)CC4)c3)C(=O)C12 (centres undefined)	.	12	85	73	-3%	8	152	-8	152
O=C1CC(N2CCOCC2)C(=O)N1c1cccc(Cl)c1 (centres undefined)	10%	.	.	.	-4%	-14	115	14	115
CN1CCc2ccccc2C1C1CCNCC1 (centres undefined)	26%	14	95	81	1%	1	157	-1	157
CCN(CC)S(=O)(=O)c1ccc(NC(=O)Cn2c(=O)oc3ccccc32)cc1	11%	16	97	82	-8%	-4	112	4	112
NC(=O)C1CCN(C(=O)CN2CCc3ccccc32)CC1	25%	12	101	89	-3%	-6	138	6	138
CCCc1cc(C(=O)N/N=C/c2ccc(CC)s2)c2ccccc2n1	8%	.	.	.	-1%	4	113	-4	113
CCCCC(C(=O)O)C(C)CC(=O)Nc1ccn(-c2ccccc2)n1 (centres undefined)	-12%	4	89	85	2%	0	173	0	173
O=c1c2c3c(sc2n(CCN2CCCCC2)c(=O)n1Cc1ccco1)CCCCC3	-94%	4	66	62	-22%	-6	173	6	173
N#C/C(=C\Nc1ccc2c(c1)OCCO2)c1nc2ccccc2[nH]1	-9%	-16	19	35	-6%	-19	156	19	156
COc1cccc(C2C(C(=O)OC(C)C)=C(C)Nc3ncnn32)c1 (centres undefined)	4%	.	.	.	-1%	0	200	0	200
Cc1cc(=O)oc2c(N)c(O)ccc12	4%	10	105	96	1%	-12	177	12	177
COC(=O)Cn1c(C)nc2ccccc21	8%	-9	86	95	8%	-9	188	9	188
CCCCNC(=O)CSc1nnc(-c2c[nH]c3ccccc23)n1CC1CCCO1 (centres undefined)	-4%	.	.	.	7%	11	137	-11	137
Cc1cc(=O)n2nc(N3CCCC(C(=O)NC(C)c4ccccc4)C3)sc2n1 (centres undefined)	-21%	-1	94	95	-23%	11	151	-11	151
COc1ccc(S(=O)(=O)N2CCCC2C(=O)Nc2nccs2)cc1 (centres undefined)	-32%	2	93	91	-9%	-1	153	1	153
Going on with the list.
SMILES	PLAP inhibitors HTS	MRP reversal	MRP reversal cytotoxicity	MRP reversal with doxorubicin	Bcl-B displacement	IL1B NFkB inh	IL1B NFkB inh cell count 2 µM	IL1B NFkB pot	IL1B NFkB pot cell count 2 µM
CSc1nc(Oc2ccc(F)cc2)c2ccccc2n1	2%	.	.	.	-5%	-5	99	5	99
O=C1NC(c2ccccc2)=C(c2nc3ccccc3s2)C(c2ccc(F)cc2)N1 (centres undefined)	4%	-6	71	77	-7%	-10	144	10	144
CC1CCCC(C(=O)OCc2ccccc2)N1 (centres undefined)	.	-8	88	96	.	-26	118	26	118
CCOc1ccc(C(=O)Nc2c(C(N)=O)oc3ccccc23)cc1	.	-9	44	53	.	-10	105	10	105
COc1ccc(NC(=O)C(=O)NCCN2CCN(C(=O)c3cccs3)CC2)cc1	.	7	93	86	.	-1	113	1	113
CCCc1nc2ccc(NC(=O)c3ccco3)cc2c(=O)n1Cc1ccc(Cl)cc1	-4%	32	110	79	-8%	5	144	-5	144
COc1ccc(-c2cc(C(=O)NCCc3ccccc3)no2)cc1OC	17%	2	103	101	6%	-10	158	10	158
Cn1c(=O)c2c(SCC(=O)N3CCCc4ccccc43)nc(C3CC3)nc2n(C)c1=O	-7%	-8	64	72	-2%	9	189	-9	189
CC(=NCc1ccccc1)C1=C(O)COC1=O	5%	-21	79	100	2%	1	78	-1	78
O=C(N/N=C/c1ccccn1)c1ccc(Br)o1	-136%	.	.	.	6%	-22	132	22	132
Cc1nc(NC(=O)CN(C)S(=O)(=O)c2ccc(Cl)cc2)sc1C	7%	-3	61	65	-6%	7	107	-7	107
Cc1cccc(NCN2C(=O)c3ccccc3C2=O)c1	-7%	-8	96	104	4%	4	120	-5	120
N#Cc1nc(COc2ccc(Br)cc2)oc1N1CCCC1	2%	-7	100	107	-5%	-31	191	31	191
Cc1ccc(N(CC(=O)NCCc2ccccc2)S(=O)(=O)c2c(C)noc2C)cc1	-17%	6	94	89	0%	4	156	-4	156
O=c1c2ccccc2nnn1CSc1nnnn1-c1ccccc1	-7%	6	83	77	2%	20	171	-20	171
Cc1sc2nc(SCC(=O)Nc3c(C)n(C)n(-c4ccccc4)c3=O)n(C)c(=O)c2c1C	-44%	-3	74	77	22%	-15	132	15	132
CSc1nc(NCC(C)C)c2c3c(sc2n1)CN(C)CC3	9%	.	.	.	36%	8	200	-8	200
O=C(c1cnc2n(c1=O)CCS2)N1CCN(c2ccccc2F)CC1	9%	-4	98	102	-1%	-6	57	6	57
CCNc1nc(C)c2cc(Br)c(=O)n(CC)c2n1	9%	1	58	57	-2%	.	.	.	.
CCOC(=O)C1CCCN(C(=O)c2cc3c(C)nc4ccccc4c3o2)C1 (centres undefined)	-48%	27	43	17	0%	-21	137	21	137
COC(=O)c1sccc1NC(=S)N1CC(C)CC(C)C1 (centres undefined)	4%	19	93	74	-3%	10	64	-10	64
CNC(=O)NC(=O)COC(=O)CCCOc1ccc(OC)cc1	18%	-4	92	96	1%	-14	197	14	197
COc1ccc(CCC(=O)Nc2cc(Cl)ccc2OC)cc1	5%	-48	24	72	4%	2	174	-2	174
CCC(C(=O)NC1CCCCC1)N(CC1CCCO1)C(=O)CNS(=O)(=O)c1ccc(OC)cc1 (centres undefined)	-66%	6	76	70	-8%	6	152	-6	152
CCN(CC(=O)NCc1cccs1)S(=O)(=O)c1ccc(C(C)C)cc1	9%	-4	58	61	8%	-9	164	9	164
Next part
SMILES	PLAP inhibitors HTS	MRP reversal	MRP reversal cytotoxicity	MRP reversal with doxorubicin	Bcl-B displacement	IL1B NFkB inh	IL1B NFkB inh cell count 2 µM	IL1B NFkB pot	IL1B NFkB pot cell count 2 µM
CCOc1ccc(Nc2cc(=O)oc3ccccc23)cc1	0%	-10	55	65	-16%	-3	62	3	62
COc1ccc(CCN2CNc3c(c(=O)n(C)c(=O)n3C)C2)cc1OC	-26%	-3	102	106	-9%	-22	131	22	131
CCOC(=O)C1(CC)NC(c2ccco2)C2C(=O)N(C)C(=O)C21 (centres undefined)	.	18	92	75	.	25	79	-25	79
Cc1ccnc(N2C(=O)c3ccccc3C2O)c1 (centres undefined)	5%	0	72	72	5%	6	140	-6	140
O=C(CCn1nnc2ccccc21)Nc1nnc(Cc2ccccc2)s1	-18%	-17	76	93	0%	-10	103	10	103
Fc1ccc(NC(=S)NCc2ccccn2)cc1	8%	.	.	.	-6%	6	124	-6	124
Cc1ccc(N=C2C(=S)N(c3ccc(C)cc3)C(=N)N2/N=C/c2ccc(Cl)cc2)cc1	.	0	3	2	.	-13	149	13	149
COn1c(-c2ccc(Cl)cc2)nc2ccc(Cl)cc21	-12%	.	.	.	13%	-11	178	11	178
CC(NC(=O)c1ccccc1Cl)C(=O)O (centres undefined)	-17%	4	102	98	-9%	-67	87	67*	87*
S=c1[nH]nc(Cc2sc(-c3ccccc3)nc2-c2ccccc2)o1	-50%	7	89	82	-12%	.	.	.	.
O=C(c1ccccc1)c1ccc(OCC(O)CN2CCCCC2)cc1 (centres undefined)	-26%	-4	76	80	0%	-5	137	5	137
CCS(=O)(=O)c1ccc(O)c(NC(=O)c2cc(OC)c(OC)c(OC)c2)c1	2%	1	96	95	17%	.	.	.	.
COc1ccc2cnn(Cc3ccccc3)c(=O)c2c1OC	9%	6	103	96	-2%	-1	166	1	166
O=C(NC1C(=O)NNC1c1ccccc1)c1ccccc1 (centres undefined)	-9%	6	89	83	10%	-2	161	2	161
COCCCn1c(SCC(=O)N(C)C)nnc1-c1ccccc1	4%	-6	92	98	-2%	8	91	-8	91
Cc1cccc(NC(=O)Cn2cccc2)c1	4%	3	95	92	-7%	2	167	-2	167
O=C(CNC1CCCCCC1)Nc1ccccc1N1CCCCC1	-17%	19	91	73	1%	-2	163	2	163

Six records drawn at random from those above:
SMILES	PLAP inhibitors HTS	MRP reversal	MRP reversal cytotoxicity	MRP reversal with doxorubicin	Bcl-B displacement	IL1B NFkB inh	IL1B NFkB inh cell count 2 µM	IL1B NFkB pot	IL1B NFkB pot cell count 2 µM
COc1ccc2cnn(Cc3ccccc3)c(=O)c2c1OC	9%	6	103	96	-2%	-1	166	1	166
COCCCn1c(SCC(=O)N(C)C)nnc1-c1ccccc1	4%	-6	92	98	-2%	8	91	-8	91
Cc1ccc(N=C2C(=S)N(c3ccc(C)cc3)C(=N)N2/N=C/c2ccc(Cl)cc2)cc1	.	0	3	2	.	-13	149	13	149
O=C(CNC1CCCCCC1)Nc1ccccc1N1CCCCC1	-17%	19	91	73	1%	-2	163	2	163
O=C(c1ccccc1)c1ccc(OCC(O)CN2CCCCC2)cc1 (centres undefined)	-26%	-4	76	80	0%	-5	137	5	137
CCS(=O)(=O)c1ccc(O)c(NC(=O)c2cc(OC)c(OC)c(OC)c2)c1	2%	1	96	95	17%	.	.	.	.

Six entries from above, arranged by length of the SMILES, descending.
SMILES	PLAP inhibitors HTS	MRP reversal	MRP reversal cytotoxicity	MRP reversal with doxorubicin	Bcl-B displacement	IL1B NFkB inh	IL1B NFkB inh cell count 2 µM	IL1B NFkB pot	IL1B NFkB pot cell count 2 µM
CCS(=O)(=O)c1ccc(O)c(NC(=O)c2cc(OC)c(OC)c(OC)c2)c1	2%	1	96	95	17%	.	.	.	.
O=C(CNC1CCCCCC1)Nc1ccccc1N1CCCCC1	-17%	19	91	73	1%	-2	163	2	163
CSc1nc(Oc2ccc(F)cc2)c2ccccc2n1	2%	.	.	.	-5%	-5	99	5	99
CC(=NCc1ccccc1)C1=C(O)COC1=O	5%	-21	79	100	2%	1	78	-1	78
CC(NC(=O)c1ccccc1Cl)C(=O)O (centres undefined)	-17%	4	102	98	-9%	-67	87	67*	87*
Cc1cc(=O)oc2c(N)c(O)ccc12	4%	10	105	96	1%	-12	177	12	177

Assay outcomes deposited in PubChem BioAssay by several laboratories.

Only part of the results is shown. The share of hits here may be higher or lower than overall.
